STAT1 inh: reduces IFN-gamma driven STAT1 reporter signal | actives 0.35% (n = 200,000) | inhibition, % at 5.5 µM | NIH 3T3 STAT1-luciferase reporter, luminescence;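 active = inhibition above a set limit, the mean inhibition across all tested compounds plus 3 SD, cut at about 34% in these data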;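 also: 0% = IFN-gamma with DMSO and 100% = IFN-gamma with 300 µM nifuroxazide; values of inactives mirror those of a sister screen read the other way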
FLuc inh counter: counter-screen for luciferase assay inhibitors: firefly luciferase inhibition | P08659 | ATPLite firefly luciferase biochemical luminescence, 10 min | inhibition, % at 10 µM | actives 1.5% (n = 200,000) | AID 1006;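 active = inhibition above about 50% when tested at 10 µM, limit read from the data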
Target sequence (P08659 whole entry, looked up): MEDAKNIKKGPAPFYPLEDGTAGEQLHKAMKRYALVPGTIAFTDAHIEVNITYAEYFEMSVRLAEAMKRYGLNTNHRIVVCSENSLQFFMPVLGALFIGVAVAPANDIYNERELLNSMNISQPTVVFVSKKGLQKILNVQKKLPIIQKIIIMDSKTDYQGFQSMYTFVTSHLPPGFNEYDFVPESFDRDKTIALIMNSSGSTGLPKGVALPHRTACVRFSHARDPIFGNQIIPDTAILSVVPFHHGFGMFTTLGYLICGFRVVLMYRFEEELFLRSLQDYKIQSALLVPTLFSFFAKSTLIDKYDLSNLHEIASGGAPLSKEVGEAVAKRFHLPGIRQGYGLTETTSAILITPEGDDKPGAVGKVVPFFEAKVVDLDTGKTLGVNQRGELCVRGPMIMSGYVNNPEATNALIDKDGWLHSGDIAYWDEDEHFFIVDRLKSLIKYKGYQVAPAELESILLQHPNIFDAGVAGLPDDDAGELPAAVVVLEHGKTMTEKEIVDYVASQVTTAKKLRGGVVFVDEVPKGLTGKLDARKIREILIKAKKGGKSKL
FLuc act counter: firefly luciferase counter-screen for stimulation assays | activation factor at 10 µM | 200,000 tested, under 10 active | AID 1027 | ATPlite luciferase biochemical, luminescence, 10 min; 0 = ATP-free wells, 1 = DMSO control | P08659;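 active = luciferase activation factor, scaled between plate controls, of at least 2 with compound at 10 µM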
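Material: Luciferase/luciferin reagent mix; Doses: test compounds dosed from 2 mM stocks in 100% DMSO; Schedule: 10 min incubation after luciferase reagent addition, room temperature; Measured by: luminescence from luciferase reaction; Read-out: luminescence gain marking luciferase activators.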
APP 5'UTR act: activates APP 5'UTR luciferase reporter; activation, % at 2 µM; SH-SY5Y APP 5'UTR luciferase reporter, luminescence; zero percent = DMSO vehicle wells; AID 1276; actives 1% (n = 190,000);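 active = activation above a set limit, based on mean plus 3 SD of controls, cut at about 140% in these data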; also: values of inactives mirror those of a sister screen read the other way
APP 5UTR inh: APP translation inhibition; SH-SY5Y APP 5'UTR-luciferase reporter, luminescence; inhibition, % at 2 µM; actives 0.82% (n = 190,000); AID 1285;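 active = inhibition above a set limit, derived from the sample mean plus 3 SD, cut at about 45% in these data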; also: values of inactives mirror those of a sister screen read the other way
STAT1 activator: STAT1 signaling activation | NIH 3T3 STAT1-luciferase reporter, IFN-gamma, luminescence; 100% = IFN-gamma alone, no compound | activation (% of control), % at 5.5 µM | AID 932 | actives 2.6% (n = 200,000);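 active = activation above the screen-wide mean activation plus 3 SD, cut at about 130% in these data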;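 also: raw ratio to IFN-gamma control signal so 100% means no change and 0% no light; values of inactives mirror those of a sister screen read the other way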
ROMK primary: human ROMK K+ channel modulation, primary screen | AID 1918 | B-score at 10 µM | actives 2% (n = 130,000) | Tet-inducible ROMK, thallium flux fluorescence; actives lie on both sides;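 active = signal ratio slope over the read window, or its plate-corrected B-score, at least 3 SD from the plate mean, either direction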;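 also: B-score of the F/F0 ratio slope over 7 to 12 s after thallium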
Target sequence (P48048 whole entry, looked up): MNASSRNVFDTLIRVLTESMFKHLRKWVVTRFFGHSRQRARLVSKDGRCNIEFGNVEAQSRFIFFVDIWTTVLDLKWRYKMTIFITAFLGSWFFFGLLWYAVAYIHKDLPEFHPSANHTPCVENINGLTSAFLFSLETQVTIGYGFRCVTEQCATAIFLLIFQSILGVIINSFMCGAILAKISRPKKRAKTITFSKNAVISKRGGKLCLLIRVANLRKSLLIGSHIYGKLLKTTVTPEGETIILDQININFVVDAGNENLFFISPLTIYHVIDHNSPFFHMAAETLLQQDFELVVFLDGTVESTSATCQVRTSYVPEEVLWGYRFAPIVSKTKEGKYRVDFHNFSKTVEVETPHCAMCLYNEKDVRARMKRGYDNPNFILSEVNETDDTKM
NF-kB expr up: NF-kB expression increase, human neuronal cells. NF-kB reporter expression; active compounds read high. fold change at 12.5 µM. actives 1.6% (n = 190,000). AID 1239; in the data active = fold change above about 3.3
STAT3 blocker: reduces IL-6 driven STAT3 reporter signal. AID 862. inhibition, % at 5.5 µM. actives 0.89% (n = 190,000). U3A cells, IL-6 STAT3-luciferase reporter, luminescence; host cell line lacks STAT1;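 active = inhibition above the mean inhibition across all screened compounds plus 3 SD, cut at about 44% in these data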;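 also: 0% = DMSO only wells and 100% = 100 µM nifuroxazide control wells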
STAT3 activator: increases IL-6 driven STAT3 reporter signal; U3A cells, IL-6 STAT3-luciferase reporter, luminescence; 100% = signal with IL-6 EC80 alone; activation (% of control), % at 5.6 µM; actives 0.91% (n = 190,000);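 active = activation above the screen-wide mean of compound activation plus 3 SD, cut at about 130% in these data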;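 also: 0% = background luminescence of wells with medium and substrate only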
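Detection: reporter luminescence signal / Assay system: STAT1-lacking human U3A cells, STAT3 luciferase reporter / Incubation: compound pre-incubation 1 h before IL-6, then 6 h stimulation at 37 °C / Control set: IL-6-only high control / Read-out: % activation relative to IL-6 control / Probe or stimulus: Interleukin-6, 33 ng/mL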
Active calls of the source: *; / = no result given. An unsorted share of the library; 7.1% or so of the library scored in one or more.

Compound	FLuc inh counter	APP 5'UTR act	STAT1 activator	FLuc act counter	APP 5UTR inh	STAT3 activator	ROMK primary	NF-kB expr up	STAT1 inh	STAT3 blocker
COc1ccc(C2CC(c3cccs3)=NN2C(=O)CSc2nc3ccccc3o2)cc1 (configuration not stated)	-2	-1	102	1	1	100	/	0.67	-2	-5
Cc1cc2n(n1)C(c1ccccc1)Nc1ccccc1-2 (configuration not stated)	-3	18	107	1	-18	105	1.2	1.2	-8	-3
COc1ccc(NC(=O)c2cc(=O)c3ccccc3o2)cn1	-1	15	106	1	-15	84	/	1.2	-7	25
COC(=O)c1cc(OC)c(OC)cc1NC(=O)c1ccccc1	-4	-6	91	1	6	92	/	1.4	9	15
O=C(c1cccs1)n1nc(NCc2ccccc2)nc1NCc1ccccc1	-3	-6	107	1	6	92	-0.78	1.5	-5	8
Cc1ccccc1N1CCN(C(=O)CN2C(=O)c3ccccc3C2=O)CC1	4	-3	103	1	3	102	/	0.93	-3	4
Cc1ccc(NC(=O)Nc2ccc3c(c2)nc(C)n3C)cc1C	40	121	171*	0.6	-121	100	-0.91	4.8*	-79	12
O=C(O)CCCCCN1C(=O)C(O)=C(C(=O)/C=C/c2ccccc2)C1c1ccccc1[N+](=O)[O-] (configuration not stated)	4	12	90	1	-12	140*	0.6	0.97	9	-44
Cc1ccccc1Nc1nc(N)c2ccccc2n1	87*	144*	108	0.1	-144	52	-0.83	8.9*	-8	61*
CCOC(=O)CSC1=C(C#N)C(c2ccc(OC)cc2)C2=C(CC(C)(C)CC2=O)N1 (configuration not stated)	6	-11	94	0.9	11	92	-1.6	1.2	5	14
CC(C(=O)Nc1cccc([N+](=O)[O-])c1)N1CCN(C/C=C/c2ccccc2)CC1 (configuration not stated)	-3	-12	95	1	12	94	/	0.91	5	9
CC(C)N1C(=O)CCN(C=O)c2ccccc21	-5	27	106	1.1	-27	98	-1	0.94	-7	3
Cc1ccc(CN(C)C(=O)c2ccccc2Oc2ccccc2)o1	-4	-10	104	1	10	105	/	1.2	-5	2
CCOC(=O)c1ccc(NC(=O)COc2ccc(CNC3CCCCC3)cc2OC)cc1	-3	40	107	1	-40	111	-0.0071	1	-10	-3
CCN1CCCc2cc(CN(CCN3CCOCC3)C(=S)Nc3ccc(C)cc3)ccc21	-8	12	100	1.1	-12	106	-0.96	1.1	-2	2

Some values from above:
`COc1ccc(NC(=O)c2cc(=O)c3ccccc3o2)cn1` in STAT3 activator: 84
`O=C(O)CCCCCN1C(=O)C(O)=C(C(=O)/C=C/c2ccccc2)C1c1ccccc1[N+](=O)[O-]` (configuration not stated) in APP 5'UTR act: 12
`CC(C)N1C(=O)CCN(C=O)c2ccccc21` in STAT1 activator: 106
`CC(C(=O)Nc1cccc([N+](=O)[O-])c1)N1CCN(C/C=C/c2ccccc2)CC1` (configuration not stated) in FLuc inh counter: -3
`Cc1ccc(NC(=O)Nc2ccc3c(c2)nc(C)n3C)cc1C` in NF-kB expr up: 4.8*
`CCN1CCCc2cc(CN(CCN3CCOCC3)C(=S)Nc3ccc(C)cc3)ccc21` in STAT3 blocker: 2
`O=C(c1cccs1)n1nc(NCc2ccccc2)nc1NCc1ccccc1` in STAT1 activator: 107

Additional records follow:
Compound	FLuc inh counter	APP 5'UTR act	STAT1 activator	FLuc act counter	APP 5UTR inh	STAT3 activator	ROMK primary	NF-kB expr up	STAT1 inh	STAT3 blocker
O=S(=O)(c1cccc(C(F)(F)F)c1)N1CCC(c2cc(-c3cccc4ccccc34)n[nH]2)CC1	-7	-5	100	1.1	5	100	/	0.82	0	3
O=S1(=O)N=C(N(Cc2cccs2)c2ccc(O)cc2)c2ccccc21	-1	10	104	1	-10	98	-0.12	1.1	-6	7
Cn1cc(CNC(=O)COc2ccc(Cl)cc2Cl)cn1	-1	5	110	1	-5	103	/	1.1	-10	2
CCCn1c(SCC(=O)Nc2ccccc2C(=O)OCC)nc2c1c(=O)n(C)c(=O)n2C	/	4	101	/	-4	107	/	/	-1	-3
CN(C)S(=O)(=O)c1ccc(NC(=O)COC(=O)CC2CC3CCC2C3)cc1 (configuration not stated)	-4	7	96	1	-7	102	-0.052	0.85	2	-1
O=C(CSc1nc2ccccc2[nH]1)N1CCCCC1	6	44	130*	0.9	-44	94	/	2.2	-33	10
Clc1ccccc1-c1cc(COc2ccc3ccccc3c2)no1	5	26	100	1	-26	98	/	2.5	0	7
CN(C1CCCCC1)S(=O)(=O)c1ccc(NC(=O)c2ccco2)cc1	-4	-21	100	1	21	105	/	0.69	0	-4
CCC1CCCCN1c1cc(C)nc2cc(-c3cccc(C)c3)nn12 (configuration not stated)	-3	-9	104	1	9	95	/	1.5	-5	8
CCc1ccc(Nc2ncc3c(n2)CC(c2ccco2)CC3=O)cc1 (configuration not stated)	5	5	100	0.9	-5	93	0.35	1.2	0	10
COC(=O)Cc1c(C)nc2nc(-c3ccc(OC)cc3)[nH]n2c1=O	37	19	98	0.6	-19	96	0.47	1.7	2	12
CCN(CC)S(=O)(=O)c1ccc(C)c(NC(=O)/C=C/c2cccs2)c1	-4	17	95	1	-17	102	0.014	0.74	5	2
Cc1c(S(=O)(=O)N2CCc3ccccc3C2)c(=O)n(C)c(=O)n1C	-11	1	95	1.1	-1	101	/	1.3	6	8
O=C1O/C(=C/C(=O)N2CCOCC2)c2ccccc21	-4	1	96	1	-1	106	0.57	0.98	2	-4
Cc1sc2ncnc(SC(C)C(=O)N3c4ccccc4Sc4ccccc43)c2c1C (configuration not stated)	-7	19	91	1.1	-19	100	/	0.88	10	-1

Given as labelled records: entries from further up.
> O=S1(=O)N=C(N(Cc2cccs2)c2ccc(O)cc2)c2ccccc21
  FLuc inh counter = -1
  APP 5'UTR act = 10
  STAT1 activator = 104
  FLuc act counter = 1
  APP 5UTR inh = -10
  STAT3 activator = 98
  ROMK primary = -0.12
  NF-kB expr up = 1.1
  STAT1 inh = -6
  STAT3 blocker = 7
> CN(C1CCCCC1)S(=O)(=O)c1ccc(NC(=O)c2ccco2)cc1
  FLuc inh counter = -4
  APP 5'UTR act = -21
  STAT1 activator = 100
  FLuc act counter = 1
  APP 5UTR inh = 21
  STAT3 activator = 105
  ROMK primary = /
  NF-kB expr up = 0.69
  STAT1 inh = 0
  STAT3 blocker = -4
> CCc1ccc(Nc2ncc3c(n2)CC(c2ccco2)CC3=O)cc1 (configuration not stated)
  FLuc inh counter = 5
  APP 5'UTR act = 5
  STAT1 activator = 100
  FLuc act counter = 0.9
  APP 5UTR inh = -5
  STAT3 activator = 93
  ROMK primary = 0.35
  NF-kB expr up = 1.2
  STAT1 inh = 0
  STAT3 blocker = 10
> CCN(CC)S(=O)(=O)c1ccc(C)c(NC(=O)/C=C/c2cccs2)c1
  FLuc inh counter = -4
  APP 5'UTR act = 17
  STAT1 activator = 95
  FLuc act counter = 1
  APP 5UTR inh = -17
  STAT3 activator = 102
  ROMK primary = 0.014
  NF-kB expr up = 0.74
  STAT1 inh = 5
  STAT3 blocker = 2

Other results:
Compound	FLuc inh counter	APP 5'UTR act	STAT1 activator	FLuc act counter	APP 5UTR inh	STAT3 activator	ROMK primary	NF-kB expr up	STAT1 inh	STAT3 blocker
COC(=O)c1sccc1NC(=O)c1csc2c1CCCC2	-3	-8	106	1	8	89	/	1.4	-7	18
CCC(C(=O)Nc1cc(C(=O)O)ccc1C)c1ccccc1 (configuration not stated)	-5	20	97	1	-20	105	0.077	0.94	3	4
O=C(O)CCCn1cc(NC(=O)c2cc(F)c(F)cc2Cl)cn1	-4	25	99	1	-25	97	-0.34	1.4	-1	10
O=C(c1cccs1)N1CCN(Cc2cccc([N+](=O)[O-])c2)CC1	-2	-4	99	1	4	96	-0.45	0.98	1	8
Oc1oc(-c2cccc3ccccc23)nc1/C=N/c1nccs1	-2	-20	92	1	20	101	/	1.2	9	2
Cc1cccc(OCc2nnc(SCC(=O)c3ccccc3)o2)c1	-3	-13	90	1	13	98	/	1.2	11	7
Cc1nnc(SCc2cccc([N+](=O)[O-])c2)[nH]c1=O	-1	-12	102	1	12	103	/	1	-3	0
COc1ccc2c(c1)C1NC(=S)NC(C)(O2)C1C(=O)Nc1ccc(Cl)cc1 (configuration not stated)	-2	7	102	1	-7	99	-2.1	0.87	-2	5
COc1ccc(Cn2c(SCc3ccccc3C)nc3cc(OC)c(OC)cc3c2=N)cc1	-7	5	102	1.1	-5	100	/	0.7	-2	5
CN(Cc1cnccn1)Cc1nc(Cc2ccccc2Cl)no1	-3	12	89	1	-12	100	0.076	1	10	4
O=C(Nc1ccc(Cl)cc1)c1ccc(Br)cc1F	32	150*	140*	0.7	-150	101	/	7.8*	-43	-2
Cc1nc2ncccn2c1-c1csc(Nc2ccccc2)n1	-8	-6	96	1.1	6	85	-1.4	0.91	5	21
CCCCCNC1=CC(=O)CC(c2ccccc2)C1 (configuration not stated)	2	-8	103	1	8	102	/	1.1	-3	-1
Cn1c(C(=O)O)c(C=O)c2ccccc21	-7	23	102	1.1	-23	102	0.026	1.1	-3	-1
Cc1[nH]n(-c2ccc([N+](=O)[O-])cc2)c(=O)c1C=NCCc1c[nH]c2ccccc12	-2	-2	102	1	2	108	-0.55	1.4	-2	-6
CS(=O)(=O)N1CCN(c2ccccc2NC(=O)c2ccc(-c3ccc(Cl)cc3Cl)o2)CC1	-4	20	103	1	-20	104	/	0.43	-3	-1
C/C(=N\Nc1ccccn1)c1ccc(OC(F)F)cc1	2	-21	126	1	22	91	-0.38	/	-27	16
Cc1ccc(NC(=O)c2ccc3c(c2)N(CC(=O)N2CCCCC2)C(=O)C(C)(C)O3)cc1	-4	18	106	1	-18	93	/	0.64	-7	9
CCOC(=O)N1CCN(C(=O)c2ccc3c(=O)n(Cc4ccccc4)c(=S)[nH]c3c2)CC1	-2	0	106	1	0	104	-0.15	0.9	-6	-1
Cc1nn(C)cc1CNC(=O)COc1ccc(Cl)cc1Cl	-4	-7	105	1	7	102	0.014	1.2	2	2

Bioassay records deposited in PubChem BioAssay by several laboratories.
